ERp5 inh: inhibitors of ERp5-driven insulin aggregation, primary screen, biochemical, turbidity, absorbance 650 nm, single point; Protein disulfide-isomerase A6 (Homo sapiens), Q15084; 90 min; inhibition, % at 9.99 µM; 350,000 compounds, 0.05% hits;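 active = mean replicate inhibition above about 25%, with every replicate also reaching it, limit read from the data, passing the limit was not always enough; inconclusive = only one of those two criteria met; inactive = neither criterion met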
Target sequence (Q15084 whole entry, looked up): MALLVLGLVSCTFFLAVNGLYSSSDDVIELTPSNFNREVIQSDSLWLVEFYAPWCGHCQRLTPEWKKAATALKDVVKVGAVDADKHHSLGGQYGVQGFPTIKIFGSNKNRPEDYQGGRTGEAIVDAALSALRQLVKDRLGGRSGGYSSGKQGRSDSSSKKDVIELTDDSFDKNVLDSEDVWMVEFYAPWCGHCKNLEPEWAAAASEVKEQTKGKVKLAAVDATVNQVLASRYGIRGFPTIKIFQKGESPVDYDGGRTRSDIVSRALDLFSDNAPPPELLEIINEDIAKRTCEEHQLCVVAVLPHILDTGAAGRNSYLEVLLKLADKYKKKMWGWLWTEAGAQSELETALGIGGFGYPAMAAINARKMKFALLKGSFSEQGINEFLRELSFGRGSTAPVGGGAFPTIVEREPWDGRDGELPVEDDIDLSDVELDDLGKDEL
CASP6 VEID inh: human caspase-6 inhibitors, primary screen, biochemical, VEID-R110 fluorescence, single point, set 2 | purified caspase-6, Z-VEID-R110 cleavage fluorescence | P55212 | inhibition, % at 12.5 µM | 350,000 compounds, 0.53% hits;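 active = mean inhibition across replicates at least about 35%, with every replicate also reaching that limit, limit read from the data; inconclusive = only one of the two criteria met; inactive = neither criterion met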;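 note: 0% = median of neutral control wells and 100% = no fluorescence left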
Target sequence (P55212 24-179 limits assumed): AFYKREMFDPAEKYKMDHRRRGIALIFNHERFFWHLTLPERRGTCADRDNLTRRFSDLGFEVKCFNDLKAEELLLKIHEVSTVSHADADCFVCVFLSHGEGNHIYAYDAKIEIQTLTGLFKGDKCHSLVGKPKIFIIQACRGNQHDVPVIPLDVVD
Target sequence (P55212 194-293 limits assumed): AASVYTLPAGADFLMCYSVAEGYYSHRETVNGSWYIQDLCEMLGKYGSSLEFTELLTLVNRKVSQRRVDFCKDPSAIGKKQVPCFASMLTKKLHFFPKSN
ERAP1 HTS inh: human ERAP1 aminopeptidase inhibitors, primary screen, biochemical, single point, plate reader; Endoplasmic reticulum aminopeptidase 1 (Homo sapiens), Q9NZ08; recombinant ERAP1, Leu-AMC fluorescence, 60 min; inhibition, % at 10.7 µM; 340,000 compounds, 0.15% hits; AID 652197, 2013;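 active = mean replicate inhibition of at least 30%, or all replicates individually reaching that 30% level; inactive = mean below 30% and not every replicate reaching it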;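 note: 0% = neutral control wells and 100% = L-leucinethiol positive control wells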
SIRT5 inh: SIRT5 desuccinylase inhibitors, primary screen, biochemical, fluorescence imaging, single point, set 5. Purified SirT5, succinyl-peptide AMC, trypsin-coupled fluorescence. 330,000 compounds, 1.1% hits. inhibition, % at 15 µM. AID 652115, 2013. NAD-dependent protein deacylase sirtuin-5, mitochondrial (Homo sapiens), Q9NXA8; in the data active = inhibition above about 15%; inconclusive = no clear call, values can overlap the other calls
Target sequence (Q9NXA8 whole entry, looked up): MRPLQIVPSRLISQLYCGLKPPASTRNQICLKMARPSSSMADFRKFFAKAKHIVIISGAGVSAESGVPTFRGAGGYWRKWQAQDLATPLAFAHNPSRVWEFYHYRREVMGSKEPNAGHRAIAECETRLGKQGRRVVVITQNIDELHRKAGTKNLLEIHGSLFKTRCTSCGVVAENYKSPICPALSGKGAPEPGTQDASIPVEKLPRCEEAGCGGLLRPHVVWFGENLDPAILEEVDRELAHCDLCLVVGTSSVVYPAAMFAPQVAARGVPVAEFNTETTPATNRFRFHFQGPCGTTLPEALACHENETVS
miR-122 sensor: miR-122 Renilla sensor signal increase in Huh7, primary screen, miR-122 inhibitor project, cell-based, single point, plate reader. 340,000 compounds, 0.3% hits. Huh7 miR-122 Renilla luciferase sensor, 48 h; neutral wells = 0, positive control = 100. activation (reporter increase), % at 12.5 µM;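 active = mean replicate activation score at least 90 and every replicate individually at or above 90; inconclusive = only one of the two criteria met; inactive = neither criterion met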;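 note: higher luciferase means less miR-122 activity so hits act as miR-122 inhibitors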
F508del corr: F508del CFTR correction, initial screen, CFBE line, single point; CFBE cells, YFP halide quenching; stimulated with forskolin plus potentiator P3; % fluorescence drop versus neutral controls; activity (quench increase), % at 7.58 µM; AID 720511, 2013; 350,000 compounds, 0.36% hits;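 active = mean added fluorescence quench of at least 8% versus neutral control, with both replicates also reaching 8%; inconclusive = only one of the mean or replicate conditions met; inactive = mean below 8% and not both replicates reaching 8%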;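 note: cells transiently co-express mutant CFTR-F508del with the halide-sensitive YFP; corrector assay measuring rescue of mutant channel to the surface after 24 h compound exposure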
DENV2 CPE rescue: inhibitors of DENV2 cytopathic effect, primary screen, cell-based, plate reader, single concentration | DENV2-infected cells, cytopathic effect rescue | CPE inhibition, % at 9.99 µM | 350,000 compounds, 1.7% hits | AID 651640, 2012; in the data active = CPE inhibition above about 20%, passing the limit was not always enough; inconclusive = no clear call, values can overlap the other calls; tested in BHK-21 cells;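 note: 0% = median of neutral control wells and 100% = median of positive control wells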
Active calls of the source: *; u = inconclusive; x = not tested or not shown; [ ] = another dose, or the depositor's remark.

SIRT5 inh	ERp5 inh	miR-122 sensor	F508del corr	ERAP1 HTS inh	DENV2 CPE rescue	CASP6 VEID inh	SMILES
-3	-5	-3	0.9	0	-2	0	Cc1cc(C)n(C(=O)c2ccc([N+](=O)[O-])cc2Cl)n1
5	0	0[16.7 µM]	-1.9	1	-1	2	CN1C(=O)c2cc(NC(=O)Cc3cccs3)ccc2OC[C@H]2O[C@@H](CC(=O)NCCCN3CCOCC3)CC[C@@H]21
1	6	2	-2.4	-2	-3	2	CCc1nc2c(OCCC3CCCCC3)cccn2c1N(C)C(=O)c1cccs1
1	-1	x	0.1	-2	-1	-3	COc1ccc(CCNC(=O)c2csc3c2CCCC3)cc1
34*	5	-33[16.7 µM]	-1.2	x	5	x	C/C=C/c1ccc([C@@H]2[C@@H](CO)N(C(C)=O)[C@H]2CN(C(=O)COC)C(C)C)cc1
-2	7	5	7.2	-2	-9	0	CC[C@@H](C)[C@@H](C(=O)N1CCN(C(=O)OC(C)(C)C)CC1)n1cc(CCC(=O)O)nn1
4	x	-9	0.1	-2	4	-16	O=C(NCC1CCN(Cc2ccc(Cl)cc2)CC1)C1CCCN(c2ncnc3c2nc2n3CCCCC2)C1 (stereo not given)
5	4	x	1.9	0	12	1	COc1ccc(CCNc2ccc([N+](=O)[O-])cn2)cc1
2	-2	x	2.9	-7	x	2	Cc1cn([C@H](C(=O)NCCCCCCCCCCC(=O)N2CCN(C(=O)OC(C)(C)C)CC2)[C@@H](C)O)nn1
-38	1	7[16.7 µM]	3.4	10	-12	6	CCN1[C@@H]2Cn3c(ccc(-c4ccc(OC)cc4)c3=O)[C@H]1[C@@H](C(=O)NCC1CC1)[C@@H]2CO
-3	-5	15	1.6	-2	18	-2	CC1CCCN(S(=O)(=O)c2cccc(C(=O)NCC3CCCO3)c2)C1 (stereo not given)
-4	2	-2	0.6	1	-3	-1	O=[N+]([O-])c1cccc2nc(-c3ccccc3)c(-c3ccccc3)nc12
-5	3	-8	-2.9	3	-2	1	O=C(CSc1nnc2ccccn12)NC(=O)c1ccccc1
-4	-2	-2[16.7 µM]	2.0	7	-1	3	C[C@H]1CN([C@@H](C)CO)C(=O)c2cc(/C=C/c3ccccc3)cnc2O[C@H]1CN(C)Cc1ccncc1
3	0	8[16.7 µM]	-1.5	-5	5	2	C[C@H](CO)N1C[C@H](C)[C@@H](CN(C)C(=O)c2ccccc2)OCCCC[C@H](C)Oc2ccc(NC(=O)Nc3ccc4c(c3)OCO4)cc2C1=O
x	-8	x	0.6	0	u	0	COc1ccc(Cc2noc(=O)[nH]2)cc1
-6	-4	-3	-3.1	4	1	-3	CCN1CCN(c2ccc(S(=O)(=O)N3CCOCC3)cc2NC(=O)/C=C/c2ccc([N+](=O)[O-])cc2)CC1
-23	4	x	0.8	1	12	0	Nc1nc2cc3c(cc2cc1C(=O)NCc1cccnc1)OCO3
2	14	9[16.7 µM]	4.7	0	-9	1	C[C@H](CO)N1C[C@H](C)[C@H](CN(C)C(=O)Nc2ccccc2)Oc2ccc(NC(=O)Nc3ccc(C(F)(F)F)cc3)cc2CC1=O
x	-3	x	-2.0	x	0	0	O=c1cc(CN2CCCC2)c2ccccc2o1
-3	4	-3	2.4	-1	7	2	NS(=O)(=O)c1cc2c(cc1Cl)NC(C1C[C@H]3C=C[C@@H]1C3)NS2(=O)=O (stereo not given in full)
-2	1	0	-2.0	2	0	-1	C=CCSc1ncccc1C(=O)NCCc1ccccc1
-3	x	-4	-0.1	2	u	1	COc1ccccc1N(C)S(=O)(=O)c1ccc(C(=O)Nc2ccc(C(N)=O)cc2)cc1
1	1	0	1.3	-4	2	5	COC(=O)C[C@H](NC(=O)Cn1cnc2c(SC)nc(N)nc21)C(=O)OC
5	-6	x	0.7	4	-6	6	CCCCc1c(-c2ccccc2OC)ncn1CCc1ccccc1OC
-7	4	8	0.5	-4	-8	-1	O=C(Nc1nnc(-c2ccccc2Cl)o1)c1nc2ccccc2s1
-3	-2	2	-0.7	x	-3	-2	COc1ccc([C@H]2C[C@H](O)[C@@H](n3cc(C4CC4)nn3)CN2Cc2cccs2)cc1
0	0	-1[16.7 µM]	2.6	-4	3	0	O=C(C[C@@H]1CC[C@@H]2[C@H](COC[C@H](O)CN2Cc2cccc(C(F)(F)F)c2)O1)NCc1ccccc1
5	0	x	-6.9	1	-5	-1	Cc1cc2c(cn1)C(CCC#N)(CCC#N)c1ccccc1-2
5	0	-3[16.7 µM]	0.5	-1	4	0	O=C(C[C@H]1CC[C@@H]2[C@H](COC[C@@H](O)CN2S(=O)(=O)c2cccc(F)c2)O1)Nc1ccc(-c2ccccc2)cc1
-1	-2	x	-0.3	1	4	-1	O=C(NOCc1cscn1)Nc1ccccc1
-1	7	4	0.4	-2	-5	1	CCCOC1CCCN(C(=O)c2cc(COc3ccc(F)c(F)c3)on2)C1 (stereo not given)
-7	-4	1[16.7 µM]	1.5	1	-5	3	CCNC(=O)C[C@H]1CC[C@@H]2[C@@H](COc3ccc(NC(=O)Nc4cccc(F)c4)cc3C(=O)N2C)O1
3	6	x	0.1	-2	2	0	CO[C@H]1CN(C)C(=O)c2ccc(NC(=O)c3nc4ccccc4s3)cc2OC[C@H](C)N(Cc2ccncc2)C[C@@H]1C
-1	6	x	-4.8	-1	12	2	O=C(/C=C/c1ccc2ccccc2n1)N1CCN(S(=O)(=O)c2ccc(F)cc2)CC1
-3	0	x	-0.9	-3	-2	2	Cc1ccc(SCC(=O)Nc2cccc(C)c2)cc1
3	-2	2	2.1	1	-3	1	COc1cccc(CNc2ccc([N+](=O)[O-])cc2C)c1
0	0	-2	1.4	-2	-3	3	O=C(CN1CCC(C(=O)c2ccc3c(c2)OCCO3)CC1)NCc1ccccc1
-3	6	x	0.9	4	4	0	C[C@H](C(=O)N(C)C[C@H]1OCc2ccccc2-c2ccccc2C(=O)N([C@H](C)CO)C[C@H]1C)c1ccccc1
-4	-5	x	-2.5	1	u	-2	CCCC(=O)N1CC2(C1)CN(C(C)=O)[C@@H](CO)c1c2c2ccc(OC)cc2n1C
4	3	-5[16.7 µM]	2.6	1	-2	-3	COc1cccc(-c2ccc3c(c2)O[C@@H](CN(C)Cc2ccncc2)[C@@H](C)CN([C@@H](C)CO)S3(=O)=O)c1
-3	-6	x	0.5	6	4	-1	COc1ccccc1C(=O)OCc1ccc2sc(C)nc2c1
-1	-1	x	2.3	x	-7	-1	CC(=O)c1ccc2c(c1)OCCOCCOCCO2
-6	-5	6	-0.6	3	-2	-2	CCOc1ccc(S(=O)(=O)N2CCCCC2)cc1NC(=O)C1COc2ccccc2O1 (stereo not given)
-4	-7	x	1.9	-1	-12	2	CC1CCCCC1NS(=O)(=O)c1ccc2c(c1)CCC(=O)N2 (stereo not given)
-10	-2	x	2.2	-1	2	2	N#C[C@@H]1[C@@H](c2ccccc2-c2cccc(F)c2)[C@@H](CO)N1C(=O)NC1CCCCC1
6	2	-5	-0.3	-1	6	16	CCOc1cccc(NC(=O)CSc2sc3c(O)cc(=O)[nH]c3c2C#N)c1
0	-2	x	0.0	7	-2	-3	Cc1ccc(C(=O)OCC(=O)NCC2CCCO2)c(C)c1 (stereo not given)
-2	9	x	4.1	-3	u	-2	Cc1cc(Br)cn2c(Cc3ccccc3C(F)(F)F)c(-c3ccccc3)nc12
12	-2	0[16.7 µM]	-0.1	-1	0	6	COc1ccc(NC(=O)Nc2ccc3c(c2)C(=O)N([C@@H](C)CO)C[C@H](C)[C@H](CN(C)C(=O)Cc2ccccc2)OCCCC[C@@H](C)O3)cc1
1	4	-2[16.7 µM]	-0.2	0	-21	1	N#Cc1cccc(-c2ccc([C@@H]3[C@H]4CN(Cc5ccccc5F)CCCCN4[C@H]3CO)cc2)c1
1	-2	2[16.7 µM]	-8.6	1	5	-2	CN(C)CC(=O)Nc1ccc2c(c1)[C@H]1C[C@@H](CC(=O)NCc3ccc4c(c3)OCO4)O[C@@H](CO)[C@H]1O2
-3	-6	x	-0.9	-2	-1	-10	CCc1nccn1CCC(=O)N1CCCC(N2CCN(c3ccccc3F)CC2)C1 (stereo not given)
3	5	x	-0.4	-4	10	3	Cc1ccc(S(=O)(=O)N(C)C)cc1NC(=O)c1ccccc1Br
1	2	3[16.7 µM]	-1.6	0	-2	-4	O=C(C[C@H]1CC[C@@H]2[C@H](COC[C@H](O)CN2CC2CCOCC2)O1)NCc1ccc(Cl)cc1
2	-2	18	0.3	4	3	-1	O=Cc1c(N2CCSCC2)nc2ccccn2c1=O
1	-8	1	-2.4	x	-2	-1	CN(C(=O)CSC1=NC2C(N=N1)c1cc(Br)ccc1N2C)C1CCCCC1 (stereo not given)
-2	7	-7	-0.2	-4	-2	1	O=C(Nc1ccccc1)c1nc[nH]c1C(=O)NCCCNC(=O)c1[nH]cnc1C(=O)Nc1ccccc1
0	2	-6	-1.2	0	-10	-3	C/C(=N\NC(N)=O)c1ccccc1
-1	-6	16	-4.1	3	1	1	COc1ccc(O)c(C(=O)c2cnn(S(=O)(=O)c3ccc(C)cc3)c2)c1

Random excerpt: two compounds from above.
SIRT5 inh	ERp5 inh	miR-122 sensor	F508del corr	ERAP1 HTS inh	DENV2 CPE rescue	CASP6 VEID inh	SMILES
-4	-7	x	1.9	-1	-12	2	CC1CCCCC1NS(=O)(=O)c1ccc2c(c1)CCC(=O)N2 (stereo not given)
3	-2	2	2.1	1	-3	1	COc1cccc(CNc2ccc([N+](=O)[O-])cc2C)c1

(further entries)
SIRT5 inh	ERp5 inh	miR-122 sensor	F508del corr	ERAP1 HTS inh	DENV2 CPE rescue	CASP6 VEID inh	SMILES
1	2	-8	1.5	0	-13	4	CCCCCN(C(=O)CCC(=O)OCc1cccc(Cl)c1)c1c(N)n(CCCC)c(=O)[nH]c1=O
-1	2	-2	-1.5	0	2	-1	CNC(=O)/C(C#N)=C/c1ccc(OCCOc2ccccc2)cc1
1	2	0[16.7 µM]	-1.9	1	-2	2	C[C@@H]1CN([C@H](C)CO)C(=O)c2cccc(NS(=O)(=O)c3ccc(F)cc3)c2O[C@H]1CN(C)S(=O)(=O)c1cccs1
3	-2	x	-4.8	-6	2	2	CC1(C)OC(=O)C2=C(C[C@@H](CCc3ccccc3)O[C@H]2C2CCCC2)O1
9	-1	x	0.1	2	4	8	COc1cccc(CNC(=O)CCS(=O)(=O)c2ccc3c(c2)NC(=O)C(C)S3)c1 (stereo not given)
3	3	5	0.7	0	-2	-4	COc1ccc(OC)c2[nH]c(=O)c(CCNC(=O)C(C)(C)C)cc12
-6	7	-10[16.7 µM]	-6.1	-1	0	2	C[C@H](CO)N1C[C@H](C)[C@H](CN(C)C(=O)Cc2ccccn2)Oc2ncc(-c3ccc(F)cc3)cc2C1=O
-5	5	1	3.4	-4	0	-5	NS(=O)(=O)c1ccc(CCNC(=O)CCCOc2ccccc2)cc1
-2	-3	-2[16.7 µM]	5.0	-3	5	-2	C[C@@H]1CN([C@@H](C)CO)C(=O)c2cc(NC(=O)c3ccncc3)ccc2O[C@@H]1CN(C)C(=O)Nc1cccc2ccccc12
-1	-2	-4	-1.6	x	-13	-6	S=C(NCCCc1cnc[nH]1)NCCCN(Cc1ccccc1)c1ccc(Br)cn1
1	-1	-2[16.7 µM]	1.4	2	-15	1	CCCC#Cc1ccc2c(c1)[C@@H]1[C@@H](CCN1S(=O)(=O)c1cccc(F)c1)[C@@H](CO)N2C
-3	-5	3	-0.6	1	5	-3	Cc1c(NC(=S)NC(=O)c2cccc3ccccc23)cccc1C(=O)O
-2	-1	x	3.8	-1	-4	-4	N#C[C@H]1[C@@H](c2ccc(C#CC3CC3)cc2)[C@H](CO)N1C(=O)c1cccc(F)c1
